From PubChem
NALP3 yeast inh: NALP3 inflammasome inhibitors in reconstituted yeast, primary screen, luminescence, uHTS | Yeast reconstituted NLRP3/ASC/caspase-1, beta-gal luminescence, 24 h | inhibition, % at 10 µM | 0.39% of 330,000 active | AID 2825, 2010;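 active = inhibition of 50% or more; inactive = inhibition below 50%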;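 also: plate controls were induced DMSO wells for no effect and uninduced yeast grown without galactose for full effect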
SENP7 inh: SENP7 protease inhibitors, primary screen, biochemical, luminescence, uHTS. Sentrin-specific protease 7 (Homo sapiens), Q9BQF6. inhibition, % at 5 µM. recombinant SENP7, Z-RLRGG-aminoluciferin luminescence, 40 min. 1.5% of 330,000 active;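 active = inhibition above about 50% at the single test dose, limit read from the data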;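 also: plate controls were DMSO with enzyme for no effect and no enzyme buffer wells for full effect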
PfGluPho inh: PfG6PD enzyme inhibitors, primary screen, biochemical, fluorescence intensity, uHTS | glucose-6-phosphate dehydrogenase-6-phosphogluconolactonase (Plasmodium falciparum 3D7) | PfGluPho enzyme, NADPH resazurin-diaphorase fluorescence | inhibition, % at 20 µM | 0.78% of 350,000 active | AID 504690, 2011;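 active = inhibition reaching at least a set limit at 20 µM in the primary screen, cut at about 59% in these data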;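 also: 0% = DMSO wells with substrate and 100% = DMSO wells lacking glucose-6-phosphate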
SENP8 block-1: human SENP8 protease inhibitors, primary screen, biochemical, fluorescence, Nedd8 protein substrate, uHTS | Sentrin-specific protease 8 (Homo sapiens), Q96LD8 | recombinant SENP8 | inhibition, % at 20 µM | 0.64% of 360,000 active | AID 602440, 2012; in the data active = inhibition mostly above about 40%, no sharp cut-off; inactive = mostly below about 27%
Target sequence (Q96LD8 whole entry, looked up): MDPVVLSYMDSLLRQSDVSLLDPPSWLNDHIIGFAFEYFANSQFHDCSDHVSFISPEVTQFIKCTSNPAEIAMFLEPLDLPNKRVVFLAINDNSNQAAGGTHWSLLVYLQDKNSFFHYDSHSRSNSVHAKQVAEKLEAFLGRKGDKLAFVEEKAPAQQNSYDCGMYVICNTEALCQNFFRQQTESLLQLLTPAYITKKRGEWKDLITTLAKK
Apaf-1 inh: inhibitors of human Apaf-1 apoptosome, primary screen, biochemical, DEVD-Rh110 fluorescence, uHTS | Apoptotic protease-activating factor 1 (Homo sapiens), O14727 | reconstituted apoptosome caspase-3 activity | inhibition, % at 20 µM | 0.71% of 330,000 active | AID 489030, 2010; active = inhibition of at least 40% at 20 µM;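 also: plate controls were DMSO wells for no effect and DEVD-CHO caspase inhibitor wells for full effect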
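detection = Rh110 fluorescence intensity | test system = biochemical Apaf-1 apoptosome reconstitution | also added = cytochrome c and DEVD-Rh110 substrate | schedule = 30 min plus 50 min, RT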
HKDC1 inhibitor: HKDC1 hexokinase inhibitors, primary screen, biochemical, fluorescence, uHTS; Q2TB90; recombinant HKDC1, G6PDH/diaphorase resazurin coupled fluorescence; inhibition, % at 20 µM; 0.16% of 340,000 active;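 active = inhibition above about 35% when tested at 20 µM, limit read from the data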;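 also: plate controls were DMSO wells with enzyme for no effect and DMSO wells lacking enzyme for full effect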
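Test system: HK5 enzyme. Quantity: 5 µg/mL HK5 final. Reagent: glucose and ATP substrates. Schedule: 90 min reaction incubation at room temperature, dark. Technique: resazurin-to-resorufin fluorescence via G6PDH and diaphorase coupling, 525/613 nm. Control set: DMSO wells with and without enzyme mix.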
SENP8 block-2: SENP8 protease inhibitors, primary screen, biochemical, luminescence; Sentrin-specific protease 8 (Homo sapiens), Q96LD8; purified SENP8, Z-RLRGG-aminoluciferin cleavage; inhibition, % at 10 µM; 1.2% of 330,000 active; AID 2540, 2010; in the data active = inhibition above about 50%
SENP6 inh: SENP6 protease inhibitors, primary screen, biochemical, luminescence, uHTS; AID 2599, 2010; inhibition, % at 10 µM; Recombinant SENP6 catalytic domain, aminoluciferin luminescence; Sentrin-specific protease 6 (Homo sapiens), Q9GZR1; 1.8% of 330,000 active;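 active = inhibition above about 50% at the single tested dose, limit read from the data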;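 also: plate controls were DMSO wells with enzyme for no effect and DMSO wells lacking enzyme for full effect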
Target sequence (Q9GZR1 628-1112 limits assumed): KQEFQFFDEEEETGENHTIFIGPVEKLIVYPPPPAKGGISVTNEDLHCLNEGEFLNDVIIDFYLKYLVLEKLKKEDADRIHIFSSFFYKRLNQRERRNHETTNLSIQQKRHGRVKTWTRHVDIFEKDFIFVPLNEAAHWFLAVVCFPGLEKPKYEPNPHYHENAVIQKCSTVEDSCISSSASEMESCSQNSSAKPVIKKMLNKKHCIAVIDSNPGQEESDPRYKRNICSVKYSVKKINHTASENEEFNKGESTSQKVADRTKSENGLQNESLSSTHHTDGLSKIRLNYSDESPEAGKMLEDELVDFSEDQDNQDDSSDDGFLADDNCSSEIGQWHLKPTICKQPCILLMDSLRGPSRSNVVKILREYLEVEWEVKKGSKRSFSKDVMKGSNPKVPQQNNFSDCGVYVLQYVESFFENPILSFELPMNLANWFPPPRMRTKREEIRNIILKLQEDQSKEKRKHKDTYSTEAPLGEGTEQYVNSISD
SENP1 inh: human SENP1 catalytic domain inhibitors, primary screen, biochemical, FRET, uHTS | recombinant SENP1 catalytic domain, CyPet-SUMO1-YPet FRET cleavage | 0.21% of 360,000 active | inhibition, % at 10 µM;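 active = inhibition at least 30% at 10 µM, raw YFP signal under a set limit, fluorescence ratio 0.5 to 1.5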;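 also: 0% = enzyme with DMSO and 100% = no enzyme wells; some results filed as inactive read as strong as hits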
Target sequence (Q9P0U3 419-644 limits assumed): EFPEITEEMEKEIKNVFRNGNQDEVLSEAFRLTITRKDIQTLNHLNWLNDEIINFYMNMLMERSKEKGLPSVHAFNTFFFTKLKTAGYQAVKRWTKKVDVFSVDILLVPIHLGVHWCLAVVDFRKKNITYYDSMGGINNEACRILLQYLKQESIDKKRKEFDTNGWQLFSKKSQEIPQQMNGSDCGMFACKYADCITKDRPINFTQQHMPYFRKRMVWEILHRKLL
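System: Recombinant human SENP1 catalytic domain, His6-tagged | Incubation: Enzyme reaction for 50 min at room temperature, dark | Medium: Tris pH 8 with BME, BSA, NP40 and catalase | Also added: 25 nM SUMO1 FRET substrate | Compound: 10 µM single point, 0.5% DMSO | Measured by: FRET fluorescence in CFP and YFP emission channels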
Starred values were filed as active, the others as inactive; nt = not tested or not shown; & = joins results of further samples. The list is partial; count on the stated rates, not on these rows.

SMILES	NALP3 yeast inh	SENP7 inh	PfGluPho inh	SENP8 block-1	Apaf-1 inh	HKDC1 inhibitor	SENP8 block-2	SENP6 inh	SENP1 inh
CC/C(=N\NC(=O)c1ccccc1Cl)c1c(O)n(C2CCCCC2)c(=O)[nH]c1=O	1.9	-0.8	-43.7	-150.4	5.4	-6.2	3.3	8.8	-8.3
c1ccc(C2c3ccccc3-n3nncc3CN2CC2CCCCC2)cc1 (stereo not drawn)	nt	nt	14.3	9.1	nt	-1.2	nt	nt	1.9
CCN1c2nc3c(C)cccn3c(=O)c2CC2(C(=O)N(C)C(=O)N(C)C2=O)C1C (stereo not drawn)	13.3	-9.1	-9.6	-221.3	2.7	-10.1	-3.5	1.4	-2.3
C[C@]12CC[C@H]3[C@@H](CCC4=CC(=O)CC[C@@H]43)[C@@H]1CC[C@@H]2O	43.0	-7.2	1.9	-0.7	-5.3	0.3	8.1	14.3	0.2
COCCN1C(=O)NC(=O)/C(=C\c2ccc(Br)cc2)C1=O	23.7	9.1	-11.9	-2.0	9.7	-11.1	-1.6	0.1	1.9
O=CC(Cl)P(=O)(N1CCCCC1)N1CCCCC1 (stereo not drawn)	12.0	-7.8	-8.2	22.8	-9.5	0.9	-4.4	-6.7	-0.2
CCCCOC(=O)C1=C(N)OC2=C(C(=O)CCC2)[C@]12C(=O)N(C)c1ccccc12	-4.3	-31.3	4.5	11.6	-17.9	1.6	4.4	14.6	-1.4
Cc1cc(OCC(=O)NCC(O)c2ccccc2)c2c3c(c(=O)oc2c1)CCC3 (stereo not drawn)	5.0	-3.7	4.0	-269.3	2.7	6.6	-2.1	-11.8	-0.8
C[C@]12CCC(=O)C(O)=C1CC[C@@H]1[C@@H]2CC[C@]2(C)C(=O)CC[C@@H]12	19.3	-3.6	5.8	6.2	-1.6	-3.6	-2.2	-6.4	0.7
OCC12COC3c4ccccc4C(OC1)N32 (stereo not drawn)	0.5	7.9	-1.1	16.1	1.0	-4.8	2.5	-9.0	2.2
C[N+]1(C)CCc2cc3c(cc2[C@H]1[C@@H]1OC(=O)c2c1ccc1c2OCO1)OCO3	16.2&3.9	0.9&-3.6	27.5&-9.2	-0.3&-50.3	-8.8&11.0	-3.7&-1.0	2.5&-4.1	10.8&-6.2	-18.0&-39.3
CN1CCN(/N=C/c2c(O)n(CCC3=CCCCC3)c(=S)[nH]c2=O)CC1	20.2	4.0	-19.2	13.6	10.5	0.9	1.8	-8.3	-22.1
CN1CCC(=O)N(CCN=[N+]=[N-])CC1	1.2	4.1	10.8	14.1	-5.6	-2.8	2.1	8.7	0.6
CC(C)(C)C(O)C(Oc1ccc(Cl)cc1)n1cncn1 (stereo not drawn)	5.0	7.5	-6.1	2.6	-3.9	-0.1	1.4	-10.3	2.3
Cc1ccc(C2=NCC(=O)N(CC(=O)N3CCCCC3)c3sc(C)c(C)c32)cc1	2.9	-10.2	-20.1	22.7	10.7	-3.2	-7.0	-15.5	-0.5
CC(C)(C)c1cc(C=C(C#N)C#N)cc(C(C)(C)C)c1O	75.5*	4.6	-11.3	39.9*	-0.3	9.8	10.9	1.2	-158.6
OC(COCc1ccc(Cl)cc1)CN1CC=C(c2ccccc2)CC1 (stereo not drawn)	18.8	-0.1	-0.6&4.5	-16.4&11.9	14.1	-6.6&-2.6	-3.6	-9.5	-3.8&1.4
CNc1cc(N2CCN(C)CC2)ccc1[N+](=O)[O-]	14.4	13.7	-8.3	11.5	-14.5	13.9	-2.0	1.5	0.0
COC(=O)C1=C(c2ccc(Cl)c(C(F)(F)F)c2)C[C@@H]2CC[C@H]1N2C(=O)NC1CC1	7.5	9.9	8.4	17.2	10.9	-1.5	-4.4	-1.9	0.1
Cc1cc(C=C(C#N)C#N)ccc1N1CCCC1	45.5	-2.5	4.9	31.0	8.8	17.1	9.5	13.5	-22.5
O=C(O)CCn1cc(C=C2C(=O)NC(=S)NC2=O)c(-c2cc3ccccc3oc2=O)n1	nt	nt	22.3	-129.6	nt	3.8	nt	nt	0.7
CCc1cccc(C)c1NC(=S)N1CC2CC(C1)c1cccc(=O)n1C2 (stereo not drawn)	16.7	-3.2	-7.2	21.9	6.8	-9.0	-8.6	-1.1	4.0
CCCc1nc2ccc(Br)cc2c(=O)n1-c1ccc([N+](=O)[O-])c(C(F)(F)F)c1	22.8	3.3	9.0	27.4	13.4	-5.7	-5.8	1.2	0.4
Cc1ccc(OCCn2cccc2/C=C2/C(=O)NC(=O)N(Cc3ccco3)C2=O)cc1	16.8	-1.9	19.8	21.1	10.0	16.5	-2.1	-5.7	-11.7
CCC(=O)CC(c1ccccc1)c1c(O)c2ccccc2sc1=O (stereo not drawn)	-9.4	-5.5	-16.6	-22.2	17.6	8.4	-7.2	-16.0	-0.1
Next section
SMILES	NALP3 yeast inh	SENP7 inh	PfGluPho inh	SENP8 block-1	Apaf-1 inh	HKDC1 inhibitor	SENP8 block-2	SENP6 inh	SENP1 inh
Cc1cc(/C=C2\C(=O)NC(=O)N(c3ccc(Cl)cc3)C2=O)c(C)n1C	12.1	0.1	-26.9	-27.2	0.7	17.6	-2.2	7.6	-18.5
O=c1[nH]c(=O)n(CCC2=CCCCC2)c(O)c1C=NCCCn1ccnc1	2.0	-4.8	-16.9	-1.8	7.6	0.4	-5.9	-0.7	-2.0
CCc1sc(C(=O)N2CCC3(CC2)OCCO3)cc1Br	10.6	1.9	-5.9	13.3	-5.9	-10.1	-5.2	3.4	1.0
CC(/C=C(\C)Nc1ccccc1)=Nc1ccccc1	15.1	-1.8	0.5	11.8	1.0	1.8	-16.1	-26.1	0.8
CN1C(=O)N(C)C(=O)C2(Cc3c(ccc4ccccc34)N(C)C2)C1=O	-8.7	4.9	37.4	-166.4	20.1	25.7	2.6	29.8	-14.3
CCOc1cc2c(cc1OCC)-n1cccc1C(c1ccccc1O)NC2 (stereo not drawn)	25.6	1.5	12.9	13.8	15.6	-0.2	2.2	5.3	3.4
COc1ccc(-c2nn(Cc3ccccc3)cc2C(=O)NC2CC2)cc1OC	16.9	3.5	9.9	5.8	5.4	-0.8	0.7	-8.3	-2.3
O=C(CN1C(=O)CN=C(c2ccccc2)c2ccccc21)NCc1ccco1	10.9	1.9	-5.2	6.9	-7.3	0.6	4.1	0.1	2.6
Cc1cc(/C=C2\C(=O)NC(=O)N(Cc3ccccc3)C2=O)c(C)n1-c1ccc(Cl)c(C(=O)O)c1	9.5	3.7	13.5	12.0	2.0	21.0	-4.2	-43.3	-29.5
Cn1c(CN2CCN(C(=O)COc3ccccc3)CC2)nc2cc([N+](=O)[O-])ccc21	-0.8	-1.9	2.4	18.5	2.0	7.3	4.3	13.8	0.7
C=CCn1c(O)c(C(C)=NCCCN2CCOCC2)c(=O)[nH]c1=O	-14.3	1.2	-4.0	9.2	0.5	1.3	3.7	7.3	-1.2
CCN(C=C1CC2C3CC=C4CC(O)CCC4(C)C3CCC2(C)C1=O)CC (stereo not drawn)	nt	nt	-15.4	15.1	nt	0.9	nt	nt	-2.1
CCOP(=O)(OCC)C(NC(=O)CC(C)C)C(Cl)(Cl)Cl (stereo not drawn)	17.9	-10.9	-9.0	10.5	13.6	-11.5	-9.8	-0.8	2.5
Cc1ccc2c(c1)CC1(CN2C)C(=O)NC(=O)N(c2ccc(C)c(C)c2)C1=O (stereo not drawn)	21.6	2.3	-13.5	-3.5	4.0	4.3	-7.2	-9.1	-25.0
COc1ccc(CC2C(=O)NC(C)C(=O)N(C)C3C(=O)N(C)C(Cc4ccc(O)c(c4)Oc4ccc(cc4)C3O)C(=O)NC(C)C(=O)NC(C)C(=O)N2C)cc1 (stereo not drawn)	nt	nt	23.0	9.7	nt	-3.0	nt	nt	-0.6
COCCNC(=O)Cn1cc(/C=C2\C(=O)NC(=O)N(c3ccccc3F)C2=O)c2ccccc21	12.2	-5.2	-7.4	6.1	-0.1	-6.2	-16.3	-22.2	2.2
Cc1c(C)c2cc(Cl)c(OCC(=O)N3C[C@H]4C[C@@H](C3)c3cccc(=O)n3C4)cc2oc1=O	6.3	2.6	6.8	-116.7	2.2	5.6	-2.5	-9.4	1.4

Taken from the listing (eleven entries):
SMILES	NALP3 yeast inh	SENP7 inh	PfGluPho inh	SENP8 block-1	Apaf-1 inh	HKDC1 inhibitor	SENP8 block-2	SENP6 inh	SENP1 inh
CCc1cccc(C)c1NC(=S)N1CC2CC(C1)c1cccc(=O)n1C2 (stereo not drawn)	16.7	-3.2	-7.2	21.9	6.8	-9.0	-8.6	-1.1	4.0
CCCc1nc2ccc(Br)cc2c(=O)n1-c1ccc([N+](=O)[O-])c(C(F)(F)F)c1	22.8	3.3	9.0	27.4	13.4	-5.7	-5.8	1.2	0.4
Cc1ccc(OCCn2cccc2/C=C2/C(=O)NC(=O)N(Cc3ccco3)C2=O)cc1	16.8	-1.9	19.8	21.1	10.0	16.5	-2.1	-5.7	-11.7
CCC(=O)CC(c1ccccc1)c1c(O)c2ccccc2sc1=O (stereo not drawn)	-9.4	-5.5	-16.6	-22.2	17.6	8.4	-7.2	-16.0	-0.1
Cc1cc(/C=C2\C(=O)NC(=O)N(c3ccc(Cl)cc3)C2=O)c(C)n1C	12.1	0.1	-26.9	-27.2	0.7	17.6	-2.2	7.6	-18.5
O=c1[nH]c(=O)n(CCC2=CCCCC2)c(O)c1C=NCCCn1ccnc1	2.0	-4.8	-16.9	-1.8	7.6	0.4	-5.9	-0.7	-2.0
CCc1sc(C(=O)N2CCC3(CC2)OCCO3)cc1Br	10.6	1.9	-5.9	13.3	-5.9	-10.1	-5.2	3.4	1.0
CC(/C=C(\C)Nc1ccccc1)=Nc1ccccc1	15.1	-1.8	0.5	11.8	1.0	1.8	-16.1	-26.1	0.8
CN1C(=O)N(C)C(=O)C2(Cc3c(ccc4ccccc34)N(C)C2)C1=O	-8.7	4.9	37.4	-166.4	20.1	25.7	2.6	29.8	-14.3
CCOc1cc2c(cc1OCC)-n1cccc1C(c1ccccc1O)NC2 (stereo not drawn)	25.6	1.5	12.9	13.8	15.6	-0.2	2.2	5.3	3.4
COc1ccc(-c2nn(Cc3ccccc3)cc2C(=O)NC2CC2)cc1OC	16.9	3.5	9.9	5.8	5.4	-0.8	0.7	-8.3	-2.3
